# Mtb BioA inh: blocks M. tuberculosis BioA enzyme activity; purified M. tuberculosis BioA enzyme, plate reader; inhibition, % at 9.99 µM; 0.096% of 360,000 active; in the data active = inhibition above about 40%; inconclusive = no clear call, values can overlap the other calls
# BoNT F protease: BoNT F light chain protease inhibition; inhibition, % at 10 µM; 0.22% of 360,000 active; Multiplex microsphere protease cleavage assay, flow cytometry; in the data active = inhibition above about 35%, passing the limit was not always enough; inconclusive = no clear call, values can overlap the other calls; note: plate controls were buffer without enzyme for full effect and enzyme alone for no effect
# FadD28 binding: M. tuberculosis FadD28 bisubstrate binding inhibition; inhibition, % at 12.5 µM; AID 588549; FadD28 bisubstrate probe binding, fluorescence polarization; 0.22% of 360,000 active; in the data active = inhibition above about 8.5%, passing the limit was not always enough; inconclusive = no clear call, values can overlap the other calls
# Anthrax LF prot: anthrax lethal factor protease inhibition. multiplex microsphere protease cleavage assay, LF. inhibition, % at 10 µM. 0.12% of 360,000 active; note: plate controls were buffer without enzyme for full effect and enzyme alone for no effect
# FBA Mtb inh: Mtb fructose-bisphosphate aldolase inhibition. P9WQA3. 2.3% of 360,000 active. purified M. tuberculosis FBA, fluorescence read-out. inhibition, % at 1 µM; in the data active = inhibition above about 27%;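 note: 0% = vehicle and 100% = reference inhibitor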
# Target sequence (P9WQA3 whole entry, looked up): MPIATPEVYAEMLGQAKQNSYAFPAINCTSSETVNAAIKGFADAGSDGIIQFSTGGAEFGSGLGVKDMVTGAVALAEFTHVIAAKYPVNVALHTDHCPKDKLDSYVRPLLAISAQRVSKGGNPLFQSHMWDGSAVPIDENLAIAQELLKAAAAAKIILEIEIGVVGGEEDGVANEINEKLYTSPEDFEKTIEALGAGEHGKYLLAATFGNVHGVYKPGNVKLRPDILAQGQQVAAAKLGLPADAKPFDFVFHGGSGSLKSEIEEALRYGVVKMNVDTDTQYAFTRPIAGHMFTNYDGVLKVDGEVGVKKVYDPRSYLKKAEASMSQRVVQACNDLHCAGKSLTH
# PfHsp40 rescue: restores yeast growth despite PfHsp40 toxicity; S. cerevisiae expressing PfHsp40, growth rescue, ATP luminescence; growth rescue, % at 12.5 µM; 0.68% of 340,000 active; in the data active = growth rescue above about 28%, passing the limit was not always enough; inconclusive = no clear call, values can overlap the other calls;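 note: yeast W303a lacking pdr1 and pdr3 grown in galactose medium; growth measured after three days at 30 °C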
# BoNT-A LC inh2: blocks Botulinum neurotoxin A light chain protease; AID 588499; multiplex microsphere protease substrate cleavage, flow cytometry; inhibition, % at 10 µM; 0.17% of 360,000 active; note: plate controls were buffer without enzyme for full effect and enzyme alone for no effect
# UGM FP inh: Mtb UDP-galactopyranose mutase inhibition. P9WIQ1. purified UGM, fluorescence polarization probe displacement. inhibition, % at 10 µM. 0.06% of 320,000 active; in the data active = inhibition above about 10%, passing the limit was not always enough; inconclusive = no clear call, values can overlap the other calls
# Target sequence (P9WIQ1 whole entry, looked up): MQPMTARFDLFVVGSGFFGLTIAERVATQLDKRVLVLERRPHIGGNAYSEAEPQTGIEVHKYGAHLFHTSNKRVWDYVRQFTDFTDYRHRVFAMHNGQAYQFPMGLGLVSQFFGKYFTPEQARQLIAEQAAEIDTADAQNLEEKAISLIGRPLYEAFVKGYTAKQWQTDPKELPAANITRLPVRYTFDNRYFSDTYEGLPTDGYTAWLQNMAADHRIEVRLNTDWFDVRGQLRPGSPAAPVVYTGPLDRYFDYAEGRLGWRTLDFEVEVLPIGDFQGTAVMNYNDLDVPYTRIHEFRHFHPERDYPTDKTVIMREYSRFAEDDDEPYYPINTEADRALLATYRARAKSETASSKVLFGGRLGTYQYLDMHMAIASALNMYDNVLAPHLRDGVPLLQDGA
# GDH-TPI counter: inhibits GDH-TPI coupling enzymes, artifact for Mtb FBA screen; GDH-TPI coupled enzyme counterscreen, NADH absorbance; inhibition, % at 4.8 µM; 1.2% of 360,000 active; AID 588335; in the data active = inhibition above about 30%;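 note: 0% = DMSO wells and 100% = wells lacking the enzyme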
# An asterisk follows results filed as active; ? = inconclusive; . = no result given; & = joins results of further samples. Cut-off read from the data, not from the text of the source, unless noted: active = inhibition above about 30%; inconclusive = no clear call, values can overlap the other calls; inactive = below that.
SMILES,Mtb BioA inh,BoNT F protease,FadD28 binding,Anthrax LF prot,FBA Mtb inh,PfHsp40 rescue,BoNT-A LC inh2,UGM FP inh,GDH-TPI counter
O=c1c2ccccc2nc(/C=C/c2ccc(O)cc2)n1-c1ccccc1O,-1.1,-2,-4.1,5,-1,-0.5,-0.3,0.4,25
Cc1ccc(S(=O)(=O)c2cnc(-c3ccccc3)nc2N2CCN(C)CC2)cc1,.,4,-1.2,1,1,-0.1,-0.5,-2.6,5
O=C(NN=C1CCCCCC1)c1ccc(Cl)s1,1.6,-10,-3.7,-2,2,-4.4,-2.0,3.1,4
CN(CC(=O)NCCN1CCOCC1)S(=O)(=O)c1ccc(F)cc1,-1.7,9,-2.5,-1,0,0.2,-2.9,-1.8,1
Cc1cccc(C)c1NC(=O)CN(C)C(=O)c1ccccc1Cc1ccccc1,.,.,-1.6,.,2,-1.1,.,4.0,5
CCN1CCN(c2cc3c(nn2)Oc2ccccc2N3C)CC1,.,-7,0.0,0,73*,-1.0,-0.1,-1.9,8
Clc1ccccc1CN1CCN(/N=C/C=C\c2ccco2)CC1,.,-3,-4.2,4,-1,1.1,-1.2,2.8,7
O=C(NCc1ccco1)c1ccc(Cl)c(S(=O)(=O)Nc2ccccc2)c1,.,2,-2.0,4,1,-0.1,0.8,-1.3,2
Cc1nc2ncnn2c(C)c1CCC(=O)N1CCc2ccccc2C1,-2.0,-4,-0.2,-14,1,-0.4,-0.8,0.0,7
COCCn1cnc2c1c(=O)n(CC(=O)OCC#N)c(=O)n2Cc1ccccc1,.,-2,-4.1,-5,0,0.6,-0.2,-0.9,-12
CC(=O)c1ccc(NC(=O)CN2CCC(NC(=O)C3CCCCC3)CC2)cc1,-3.0,-1,0.4,1,0,-0.5,0.2,0.0,6
CCOC(=O)Cn1cnc2c(nnn2-c2cccc(Cl)c2)c1=O,-1.4,2,-1.6,0,-5,0.7,-1.2,0.9,-9
C(=N\c1nc2ccccc2n1CCN1CCCCC1)/c1cccs1,.,-1,-0.2,-2,3,1.2,-0.1,4.3,4
Cc1cc(C)c2nc(N(CCCN(C)C)C(=O)c3ccc(S(=O)(=O)N4CC(C)OC(C)C4)cc3)sc2c1 (configuration not stated),-0.8,.,-3.7,.,-1,-0.2,.,0.2,-4
CC1CCCCC1NC(=O)c1nn(C)c(=O)c2ccccc12 (configuration not stated),-4.8,-5,-0.1,0,-2,0.2,0.0,0.7,-4
O=C(CCn1c(=O)oc2ccccc21)N1CCOCC1,.,25,0.6,5,1,-0.1,2.3,-0.5,-7
CCOC(=O)c1cc(CC)sc1N,-0.5,-4,-0.6,-1,2,0.0,-0.6,-2.1,9
COC(=O)c1cccc(C23CC4(C2)[C@H](CN(CC2CCCCC2)[C@@H]4c2ccccc2)C3c2ccccc2)c1 (some centres not stated),-0.2,-9,-5.0,8,-2,0.5,0.4,-0.1,7
Cc1cccc(NS(=O)(=O)c2c(C)n[nH]c2C)c1,0.7,19,-0.1,-1,2,0.2,-0.5,2.0,5
CC(=O)c1ccc(N2CCN(C(=O)COc3ccc4ccccc4c3)CC2)cc1,-1.4,0,-1.8,-9,-1,.,-0.3,.,-4
CC(/C=C1\SC(=S)N(NC(=O)c2ccccc2C)C1=O)=C\c1ccccc1,.,2,-3.7,4,-1,0.1,3.1,1.9,-4
O=C(CCSCCC(=O)NN=Cc1ccccc1)NN=Cc1ccccc1,-2.8,8,-0.2,-2,0,0.2,-0.1,.,19
Cc1cccc(OCC(=O)Nc2ccc(N3CCN(C(=O)c4ccco4)CC3)cc2)c1,-1.0,-10,1.4,-3,-2,4.7,-0.5,1.6,-1
CC(=C/C(=O)O)/C=C/c1ccc(Cl)o1,-0.3,2,-1.9,4,2,0.0,0.2,1.3,7
COc1ccc(N2CCN(C(=O)CCCn3nnnc3CN3CCOCC3)C(C)C2)cc1 (configuration not stated),-0.8,-7,-2.3,4,4,-1.3,-1.2,-0.3,3

# (list continues)
SMILES,Mtb BioA inh,BoNT F protease,FadD28 binding,Anthrax LF prot,FBA Mtb inh,PfHsp40 rescue,BoNT-A LC inh2,UGM FP inh,GDH-TPI counter
COc1ccc(NC2=CC(c3ccccc3)N(c3ccc(OC)cc3)C2=O)cc1 (configuration not stated),-1.3,-12,0.9,-4,3,.,0.0,0.4,3
CN(c1cccc(NC(=O)c2ccc(Cl)c(S(=O)(=O)N3CCOCC3)c2)c1)S(C)(=O)=O,2.1,-10,-1.5,-5,-1,-1.5,-3.1,-2.7,-10
COc1ccc(NC(=O)c2cc(-c3cc(C)ccc3O)n[nH]2)cc1Cl,-0.4,?,-0.3,?,-2,-1.0,-4.1,-1.1,18
COc1ccc(S(=O)(=O)N2CCN(c3ccccn3)CC2)cc1OC,2.8,-6,-0.1,-3,6,0.1,-1.1,-0.3,4
Nc1ccc2c(c1)C(=O)N(CC1CCCO1)C2=O (configuration not stated),.,-2,-1.8,0,-1,0.2,0.2,0.1,4
Cc1ccc(NC(=O)COC(=O)c2ccc(S(=O)(=O)N3CCCC3)cc2)cc1,-1.3,9,-1.3,1,4,-1.3,1.5,.,0
CC(C)Cc1nc(N2CCC(C(N)=O)CC2)c2nnn(Cc3ccccc3)c2n1,.,1,-1.1,-5,1,-1.4,0.7,-2.3,11
CN(C)c1ccc(NS(=O)(=O)c2ccc(-c3csnn3)cc2)cc1,5.1,.,-2.6,.,-2,.,.,1.2,8
CC1CCN(C(=O)C2(NC(=O)Nc3cccc(F)c3)CCCCC2)CC1,.,5,-3.4,-1,0,-0.7,-0.4,-1.0,-4
CC(=O)Nc1cccc(-c2csc(C(O)c3ccccc3)n2)c1 (configuration not stated),6.4,-3,-4.0,-2,-2,.,-0.4,.,0
C=C1C(O)C[C@H]2C(=C)CCC3[C@H](OC(=O)[C@]3(O)CO)[C@@H]12 (some centres not stated),0.7,0,-1.3,-3,2,-0.9,-0.1,0.6,-1
CCc1cccc(NC(=O)CSc2nnc(Cc3ccc(OC)cc3)c(=O)[nH]2)c1,.,.,0.7,.,1,0.7,.,-0.8,0
Cc1ccc(C)n1-c1cccc(S(=O)(=O)N2CCOCC2)c1,.,-3,-3.4,-4,-5,-0.3,-1.4,4.0,2
Cc1scc(C(=O)NNC(=S)NCC2CCCO2)c1C (configuration not stated),-3.5,?,-2.1,-10,-1,0.3,0.7,2.2,-3
COc1cc(NC(=O)CNC(=O)Cn2ccc3ccccc3c2=O)cc(OC)c1OC,0.0,-9,-4.2,3,-2,0.1,-0.8,-3.8,-2
N/C(=N\NC(=O)c1ccccc1Cl)c1cc2ccccc2oc1=O,.,-3,-0.9,0,1,-0.3,-0.2,-0.7,17
CCOC(=O)Nc1c2ccccc2nc2ccccc12,-3.1,?,-4.0,12,95*,1.1,-0.9,-2.9,12
CCn1c(COc2ccccc2OC)nc2ccccc21,-0.4,-9,-3.3,0,-1,-0.5,-4.6,2.4,3
COc1ccc(NC(=O)C2(c3ccc(NC(=O)c4ccc(OC)c(OC)c4)cc3)CCCC2)cc1,1.0,2,-3.0,0,3,-1.8,-0.1,-4.6,2
CCOC(=O)c1sc(N)c(C(=O)OCC)c1C,-0.9,-5,-2.1,-4,2,.,-1.0,2.0,13
CCO[C@H]1OC(C(=O)NCc2ccccc2)=C[C@@H](C(C)(C)C)[C@@H]1CCCO,1.0&1.3,1,-4.8,-1,-1,-1.5,0.1,1.1,9
CN(C)S(=O)(=O)c1cccc(NC(=O)c2ccc3c(c2)OCCO3)c1,1.3,1,-17,-2,1,-0.5,-0.5,1.1,1
Cc1nc(SCc2ccc(Br)cc2)[nH]c(=O)c1C,-1.2,1,-3.2,-1,-1,-1.0,0.3,1.7,-7
O=C(NC1CCN(C(=S)NCc2ccco2)CC1)c1cccc(F)c1,.,-1,-3.9,-3,-2,-0.9,-0.6,0.1,-10
O=C(OCc1nc2ccccc2s1)c1cccs1,-1.2,7,1.0,-11,0,0.0,1.6,1.9,20

# Following part.
SMILES,Mtb BioA inh,BoNT F protease,FadD28 binding,Anthrax LF prot,FBA Mtb inh,PfHsp40 rescue,BoNT-A LC inh2,UGM FP inh,GDH-TPI counter
Cc1cc(C)c(NC(=O)CS(=O)CC(=O)NCCCc2ccccc2)c(C)c1 (configuration not stated),-0.9,3,-3.0,-4,-1,-1.0,-0.7,-0.8,-1
CCc1cc(C)cc(OCCOc2ccccc2/C=N/NC(C)=O)c1,0.0,?,-0.2,8,-1,1.1,-1.4,0.2,-2
NC(=O)c1ccccc1NC(=O)CN1CCN(Cc2ccccc2)CC1,1.0,7,-0.8,5,-1,-0.7,0.7,-2.1,0
CCOc1ccc(Cl)cc1/C=N/NC(=O)CNC(=O)c1ccccc1,.,2,1.8,-2,3,-0.9,-0.4,-2.1,-2
COc1ccc(/C=C/C(=O)OCC(=O)N2CCCCCC2)cc1OC,-1.1,-6,-2.0,-4,11,0.3,0.2,0.3,25
COc1ccc(N2CCC(CNS(=O)(=O)c3cccc(C(F)(F)F)c3)C2)cc1 (configuration not stated),-1.4,-4,-5.3,-4,-5,-1.9,-0.8,-3.0,-10
CC(C)(C)c1ccc(C(=O)Nc2ncn[nH]2)cc1,.,-2,-1.5,-2,0,?,-1.3,1.6,-5
CNC(=S)NNc1nncc2ccccc12,-0.2,-2,-2.5,-5,1,-1.8,-0.2,-0.4,-1
COc1cc(NC(=O)c2ccco2)c(OC)cc1NC(=O)Nc1ccccc1Cl,0.7,3,-2.1,0,-1,-0.4,0.1,1.2,9
C[C@@H]1CN([C@@H](C)CO)C(=O)CCCn2nncc2CO[C@H]1CN(C)C(=O)Nc1ccccc1C(F)(F)F,-1.6&-1.6,-4,0.1,-5,1,.,-0.1,.,3
N#Cc1ccc(C(=O)NC23CC4CC(CC(C4)C2)C3)cc1,-0.8,11,-2.6,-18,3,0.1,-0.8,0.3,0
COc1ccc(C(C(=O)NC2CCCC2)N(C(=O)c2snc(C(N)=O)c2N)C2CCCC2)cc1OC (configuration not stated),-0.8,-13,0.9,-2,2,2.1,-2.8,-0.3,4
CC(=O)N/C(=C\c1ccccc1)C(=O)OCC(=O)NC1CCCC1,-3.4,-11,-2.4,-3,-1,-0.6,-0.7,-3.7,12
O=C(Cn1cc([N+](=O)[O-])ccc1=O)NC1CCCCC1,0.2,-5,1.1,2,-1,-1.3,0.0,-3.0,11
CN(C)/C=N/c1ncnc2c1cnn2-c1ccc(C(F)(F)F)cn1,.,7,1.1,1,1,-0.7,0.3,.,6

# A draw from above in order of formula weight, smallest number first.
SMILES,Mtb BioA inh,BoNT F protease,FadD28 binding,Anthrax LF prot,FBA Mtb inh,PfHsp40 rescue,BoNT-A LC inh2,UGM FP inh,GDH-TPI counter
CNC(=S)NNc1nncc2ccccc12,-0.2,-2,-2.5,-5,1,-1.8,-0.2,-0.4,-1
CC(C)(C)c1ccc(C(=O)Nc2ncn[nH]2)cc1,.,-2,-1.5,-2,0,?,-1.3,1.6,-5
O=C(Cn1cc([N+](=O)[O-])ccc1=O)NC1CCCCC1,0.2,-5,1.1,2,-1,-1.3,0.0,-3.0,11
CC(=O)N/C(=C\c1ccccc1)C(=O)OCC(=O)NC1CCCC1,-3.4,-11,-2.4,-3,-1,-0.6,-0.7,-3.7,12
CN(C)/C=N/c1ncnc2c1cnn2-c1ccc(C(F)(F)F)cn1,.,7,1.1,1,1,-0.7,0.3,.,6
COc1ccc(/C=C/C(=O)OCC(=O)N2CCCCCC2)cc1OC,-1.1,-6,-2.0,-4,11,0.3,0.2,0.3,25
NC(=O)c1ccccc1NC(=O)CN1CCN(Cc2ccccc2)CC1,1.0,7,-0.8,5,-1,-0.7,0.7,-2.1,0
CCOc1ccc(Cl)cc1/C=N/NC(=O)CNC(=O)c1ccccc1,.,2,1.8,-2,3,-0.9,-0.4,-2.1,-2
Cc1cc(C)c(NC(=O)CS(=O)CC(=O)NCCCc2ccccc2)c(C)c1 (configuration not stated),-0.9,3,-3.0,-4,-1,-1.0,-0.7,-0.8,-1
COc1cc(NC(=O)c2ccco2)c(OC)cc1NC(=O)Nc1ccccc1Cl,0.7,3,-2.1,0,-1,-0.4,0.1,1.2,9
COc1ccc(C(C(=O)NC2CCCC2)N(C(=O)c2snc(C(N)=O)c2N)C2CCCC2)cc1OC (configuration not stated),-0.8,-13,0.9,-2,2,2.1,-2.8,-0.3,4

# Compound activity (PubChem)

# Compounds as they come. Share with any hit: about 4.7%.
